Anthrax LF inh2 – inhibitors of Bacillus anthracis lethal factor protease. multiplex microsphere protease cleavage assay, LF. actives 0.12% (n = 360,000). AID 588501. inhibition, % at 10 µM. P15917; note: plate controls were buffer without enzyme for full effect and enzyme alone for no effect
Target sequence (P15917 whole entry, looked up): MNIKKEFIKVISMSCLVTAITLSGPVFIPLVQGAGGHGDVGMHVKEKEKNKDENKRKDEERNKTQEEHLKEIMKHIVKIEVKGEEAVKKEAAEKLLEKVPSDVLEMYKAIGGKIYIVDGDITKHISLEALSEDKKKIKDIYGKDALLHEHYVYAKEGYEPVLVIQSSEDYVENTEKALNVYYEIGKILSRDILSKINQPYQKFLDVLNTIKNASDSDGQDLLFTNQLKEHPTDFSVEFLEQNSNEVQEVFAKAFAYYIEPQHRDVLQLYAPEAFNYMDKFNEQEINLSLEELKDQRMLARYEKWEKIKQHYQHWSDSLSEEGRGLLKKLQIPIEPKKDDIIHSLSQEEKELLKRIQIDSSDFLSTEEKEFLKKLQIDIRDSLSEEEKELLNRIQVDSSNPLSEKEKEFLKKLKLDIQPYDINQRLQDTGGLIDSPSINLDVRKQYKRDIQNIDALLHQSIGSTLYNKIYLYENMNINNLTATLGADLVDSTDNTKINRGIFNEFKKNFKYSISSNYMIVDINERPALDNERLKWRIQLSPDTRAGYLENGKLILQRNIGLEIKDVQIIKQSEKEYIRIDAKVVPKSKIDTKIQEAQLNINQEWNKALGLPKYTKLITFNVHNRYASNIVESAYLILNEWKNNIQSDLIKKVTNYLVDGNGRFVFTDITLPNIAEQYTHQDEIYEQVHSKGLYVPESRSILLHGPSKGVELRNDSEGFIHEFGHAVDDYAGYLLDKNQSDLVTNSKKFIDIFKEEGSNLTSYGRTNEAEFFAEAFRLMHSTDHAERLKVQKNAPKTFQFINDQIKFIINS
PfHsp40 yeast – rescue of PfHsp40-mediated yeast toxicity. actives 0.68% (n = 340,000). S. cerevisiae expressing PfHsp40, growth rescue, ATP luminescence. growth rescue, % at 12.5 µM. AID 504582; in the data active = growth rescue above about 28%, passing the limit was not always enough; inconclusive = no clear call, values can overlap the other calls;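 note: yeast W303a lacking pdr1 and pdr3 grown in galactose medium; growth measured after three days at 30 °C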
BoNT-F LC inh – BoNT F light chain protease inhibition | AID 588497 | Multiplex microsphere protease cleavage assay, flow cytometry | actives 0.22% (n = 360,000) | inhibition, % at 10 µM; in the data active = inhibition above about 35%, passing the limit was not always enough; inconclusive = no clear call, values can overlap the other calls; note: plate controls were buffer without enzyme for full effect and enzyme alone for no effect
GDH-TPI counter – GDH-TPI coupled enzyme inhibition counter-screen; actives 1.2% (n = 360,000); inhibition, % at 4.8 µM; AID 588335; GDH-TPI coupled enzyme counterscreen, NADH absorbance; in the data active = inhibition above about 30%;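 note: 0% = DMSO wells and 100% = wells lacking the enzyme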
UGM FP inh – inhibitors of M. tuberculosis UDP-galactopyranose mutase | P9WIQ1 | purified UGM, fluorescence polarization probe displacement | actives 0.06% (n = 320,000) | inhibition, % at 10 µM; in the data active = inhibition above about 10%, passing the limit was not always enough; inconclusive = no clear call, values can overlap the other calls
FadD28 FP inh – blocks FadD28 binding to the bisubstrate probe; actives 0.22% (n = 360,000); inhibition, % at 12.5 µM; fluorescence polarization; in the data active = inhibition above about 8.5%, passing the limit was not always enough; inconclusive = no clear call, values can overlap the other calls
Mtb FBA inh – Mtb fructose-bisphosphate aldolase inhibition; purified M. tuberculosis FBA, fluorescence read-out; actives 2.3% (n = 360,000); inhibition, % at 1 µM; P9WQA3; in the data active = inhibition above about 27%;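 note: 0% = vehicle and 100% = reference inhibitor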
Target sequence (P9WQA3 whole entry, looked up): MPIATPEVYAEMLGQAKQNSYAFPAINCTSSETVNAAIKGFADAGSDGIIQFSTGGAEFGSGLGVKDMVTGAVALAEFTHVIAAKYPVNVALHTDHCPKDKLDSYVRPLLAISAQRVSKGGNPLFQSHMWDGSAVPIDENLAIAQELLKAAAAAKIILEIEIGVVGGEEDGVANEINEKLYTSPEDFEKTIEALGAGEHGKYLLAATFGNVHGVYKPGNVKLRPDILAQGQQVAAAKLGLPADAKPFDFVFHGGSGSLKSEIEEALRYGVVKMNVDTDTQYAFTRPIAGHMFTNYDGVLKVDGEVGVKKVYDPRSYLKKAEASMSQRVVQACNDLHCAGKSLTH
BioA inh – BioA (M. tuberculosis) enzyme inhibition | purified M. tuberculosis BioA enzyme, plate reader | inhibition, % at 9.99 µM | actives 0.096% (n = 360,000); in the data active = inhibition above about 40%; inconclusive = no clear call, values can overlap the other calls
BoNT A protease – blocks Botulinum neurotoxin A light chain protease; actives 0.17% (n = 360,000); AID 588499; inhibition, % at 10 µM; multiplex microsphere protease substrate cleavage, flow cytometry; note: plate controls were buffer without enzyme for full effect and enzyme alone for no effect
* hit, by the source's call; u = inconclusive; x = no result given; & = joins results of further samples. Cut-off read from the data, not from the text of the source, unless noted: active = inhibition above about 30%; inconclusive = no clear call, values can overlap the other calls; inactive = below that.

Values run as follows: BoNT A protease, GDH-TPI counter, Anthrax LF inh2, UGM FP inh, BioA inh, FadD28 FP inh, BoNT-F LC inh, Mtb FBA inh, PfHsp40 yeast
CNC(=O)NC(=O)COc1c(F)c(F)cc(F)c1F
 : -0.6, 15, -4, 0.1, x, -0.8, -2, -2, -0.9
N#CC1(c2ccccc2)CCCN1C(=O)c1ccc(Br)o1 (configuration not stated)
 : 0.3, -1, -4, -1.8, 5.6, -2.6, -4, 0, -0.7
CCCC(=O)Nc1c(-c2ccccc2)[nH][nH]c1=O
 : -0.5, x, -6, x, 7.7, -3.5, -4, 0, x
O=C(Nc1nc2ccccc2[nH]1)C1CC1
 : -0.3, 1, 0, 1.9, x, -3.0, -4, -1, -0.6
COc1ccc(/C=C/C(=O)Nc2ccc(-n3nncc3-c3ccccc3)cc2)cc1OC
 : 0.4, 18, -1, -2.2, x, -0.3, -3, 4, -1.1
COc1ccc(C(=O)C(C)OC(=O)c2sc(C)nc2C)cc1 (configuration not stated)
 : -1.3, 4, -7, 1.1, 0.8, -2.2, 0, 0, -1.0
Cc1ccc(NC(=O)CSc2nc3ccc(Nc4nc(N5CCOCC5)nc(N5CCOCC5)n4)cc3s2)cc1
 : 1.7, -8, 0, -1.9, -0.7, -0.2, 4, -1, 0.0
O=C(Nc1nnc(CCc2ccccc2)s1)C1CCCO1 (configuration not stated)
 : -0.2, -6, 5, -1.4, 0.2, -4.6, 37*, -4, 0.3
Cc1ccc(S(=O)(=O)CC(=O)c2cc(C)c(O)c(C)c2)cc1
 : 0.3, 9, -3, -1.2, -0.8, -0.2, -2, -1, -1.4
O=C(Cc1ccc2ccccc2c1)NC(Cc1ccccc1)C(=O)O (configuration not stated)
 : -0.6, 3, 1, x, -1.2, -1.9, -8, 0, -1.6

Sorted by SMILES length (low to high): some entries from above
Values run as follows: BoNT A protease, GDH-TPI counter, Anthrax LF inh2, UGM FP inh, BioA inh, FadD28 FP inh, BoNT-F LC inh, Mtb FBA inh, PfHsp40 yeast
CNC(=O)NC(=O)COc1c(F)c(F)cc(F)c1F
 : -0.6, 15, -4, 0.1, x, -0.8, -2, -2, -0.9
CCCC(=O)Nc1c(-c2ccccc2)[nH][nH]c1=O
 : -0.5, x, -6, x, 7.7, -3.5, -4, 0, x
N#CC1(c2ccccc2)CCCN1C(=O)c1ccc(Br)o1 (configuration not stated)
 : 0.3, -1, -4, -1.8, 5.6, -2.6, -4, 0, -0.7
COc1ccc(C(=O)C(C)OC(=O)c2sc(C)nc2C)cc1 (configuration not stated)
 : -1.3, 4, -7, 1.1, 0.8, -2.2, 0, 0, -1.0
O=C(Cc1ccc2ccccc2c1)NC(Cc1ccccc1)C(=O)O (configuration not stated)
 : -0.6, 3, 1, x, -1.2, -1.9, -8, 0, -1.6
Cc1ccc(S(=O)(=O)CC(=O)c2cc(C)c(O)c(C)c2)cc1
 : 0.3, 9, -3, -1.2, -0.8, -0.2, -2, -1, -1.4
COc1ccc(/C=C/C(=O)Nc2ccc(-n3nncc3-c3ccccc3)cc2)cc1OC
 : 0.4, 18, -1, -2.2, x, -0.3, -3, 4, -1.1
Cc1ccc(NC(=O)CSc2nc3ccc(Nc4nc(N5CCOCC5)nc(N5CCOCC5)n4)cc3s2)cc1
 : 1.7, -8, 0, -1.9, -0.7, -0.2, 4, -1, 0.0

Following part.
Values run as follows: BoNT A protease, GDH-TPI counter, Anthrax LF inh2, UGM FP inh, BioA inh, FadD28 FP inh, BoNT-F LC inh, Mtb FBA inh, PfHsp40 yeast
COC(=O)[C@H](Cc1ccccc1)NC(=O)/C=C/[C@H]1O[C@@H](n2ccc(=O)[nH]c2=O)[C@H](O)[C@@H]1O
 : 0.4, x, 4, x, 0.0, -2.4, -2, 1, x
CCN1CCN(CC(=O)Nc2ccc(C)cc2C)C(=O)C1=O
 : -0.1, -3, -1, -3.1, 0.0, -2.8, -1, -1, -0.5
COc1ccccc1NS(=O)(=O)c1cc2c3c(c1)CCN3C(=O)CC2
 : 6.0, 1, -4, -0.4, -0.8, -0.5, 14, 5, -1.8
O=C(COC(=O)c1ccccc1NC(=O)c1ccco1)Nc1ccc2c(c1)OCO2
 : 0.9, 24, 1, 0.4, -0.4, -2.5, -1, 2, 0.9
CC(=O)N(C)c1ccc(NS(=O)(=O)c2cccc3nsnc23)cc1
 : -0.9, -6, 10, -0.1, -2.8, -2.6, 11, -1, -0.4
O=[N+]([O-])/C(C(=C(Cl)Cl)N1CCOCC1)=C1\NCCO1
 : -0.4, 9, 0, 1.8, x, -0.2, -2, -2, 1.0
O=S(=O)(Cc1ccc(Cl)cc1)CC(O)COCc1ccccc1 (configuration not stated)
 : -0.2, -2, 3, 2.3, -2.3, -3.5, -2, 0, -0.5
CCOc1ccc(OCC(=O)OCC(=O)N2CCN(C(=O)c3ccco3)CC2)cc1
 : 2.4, 11, 2, 3.5, -2.8, -1.8, 19, 2, 1.1
Oc1ccc(-n2nnnc2SCc2c(F)cccc2Cl)cc1
 : -5.2, 0, -12, -4.4, 3.7, -2.3, -1, 1, 2.1
CCn1c2ccccc2c2cc(NC(=O)CSc3nnc(C4CC4)n3Cc3ccco3)ccc21
 : 0.3, 5, 1, 0.9, -2.1, -0.4, -8, 1, 1.7
N#CCCn1cc(/C=N/O)c(-c2cccc([N+](=O)[O-])c2)n1
 : -0.1, -2, -6, -1.5, x, 0.5, -7, 0, -0.8
COc1ccccc1C(=O)NC(=O)Nc1c(C)cc(C)cc1C
 : -4.0, 7, -12, -1.0, -1.5, 1.5, -1, 3, -2.8
COc1ccccc1NC(=O)COc1ccc(/C=N/NC(=O)CSCc2ccc(Cl)cc2)cc1
 : -0.2, -4, 3, -1.1, x, -4.1, -3, 1, -1.6
O=C(NCC1CC1)c1ccc2c3n(nc2c1)-c1ccccc1CO3
 : 0.0, 11, -7, -1.7, 1.3, -0.9, -2, 17, 3.1
Cc1cc(/C=C2/SC(=O)N(CC(=O)N3CCCC3)C2=O)ccc1N1CCOCC1
 : 0.4, 2, 3, -4.4, x, -0.7, -6, 0, -0.3
CCOc1ccc(S(=O)(=O)Nc2cccc(C(=O)N3CC(C)OC(C)C3)c2)cc1 (configuration not stated)
 : 1.3, -16, 1, -1.7, -0.4, 0.6, 5, -2, 1.8
CCOC(=O)/C(=N\Nc1cccc(C(F)(F)F)c1)N1CCOCC1
 : 0.0, 8, -3, -1.8, x, 0.0, -1, 8, 2.7
COc1ccc(C(CNC(=O)CNC(=O)c2ccc(F)cc2)N2CCCC2)cc1 (configuration not stated)
 : -2.6, -4, 2, -0.6, -0.6, -2.9, 0, -2, 0.1
COc1ccc(Cl)cc1CSc1n[nH]c(C)n1
 : -0.3, -3, -2, -4.4, -1.0, 0.8, -9, 3, 1.0
OCCSc1nc(-c2ccccc2)nc2ccc(F)cc12
 : -0.2, 14, 1, 1.5, x, -9.5, 2, 1, 1.2
CC1(Cc2cc(Cl)ccc2C(F)(F)F)C(=O)Nc2ccc(S(=O)(=O)NC3CCCCC3)cc21 (configuration not stated)
 : -0.5, 1, 2, x, -1.0, -3.3, -1, -3, x
CN(C)CCC=C1c2ccccc2CCc2ccccc21
 : -0.2, 2, 1, x, 0.8&0.6, 0.7, -7, -1, 1.5&-2.2
CC(C)(C)OC(=O)C[C@H]1C/C=C\C[C@@H](CC(=O)N[C@@H](CO)Cc2ccccc2)C(=O)NC[C@@H](c2ccccc2)OC1=O
 : 0.4, -2, -1, -1.6, -0.5, -2.3, -1, 0, 1.0
COc1ccc(NC2SC(=O)N(CC(=O)O)C2=O)cc1 (configuration not stated)
 : -0.3, 8, -5, -0.2, 1.5, 0.0, -8, 2, -1.0
CS(=O)(=O)c1ccc(-n2c(=O)n(Cc3ccccc3)c(=O)c3[nH]cnc32)cc1
 : -4.3, 8, -10, 1.8, 0.4, -0.4, -12, -1, 0.1
NC(=O)c1ccccc1OCCOc1ccc(Br)cc1
 : 0.9, 4, -1, -2.5, 1.1, -0.6, 7, 1, -1.1
CCOc1ccc2nc(N/C(N)=N/C(=S)Nc3cccc(OC)c3)nc(C)c2c1
 : 0.7, -4, 0, -3.9, x, -4.8, 0, 1, 0.4
Cc1cc(C)nc(N2CCCC(C(=O)NCc3ccccc3F)C2)n1 (configuration not stated)
 : -0.8, 0, 3, -1.6, x, 0.8, -4, 5, -1.0
CN(C)NC(=S)NC1CC2CCC1C2 (configuration not stated)
 : u, -6, 2, 0.3, x, -1.9, u, -1, 0.9
CC(C)(C)OC(=O)N1CCC2(CC1)C(C#N)=C(N)OC1=C2C(=O)CCC1
 : -0.1, 15, 0, 1.2, -1.1, 0.2, -2, -3, -0.1
NC(=O)C1(N2CCCCC2)CCN(C(=O)c2ccc(-n3cnnn3)cc2)CC1
 : -0.8, -1, 3, 5.4, -0.7, -3.9, 8, 0, 1.2
CCc1cn(C2CC(O)C(CO)O2)c(=O)[nH]c1=O (configuration not stated)
 : 0.3, 12, 2, -4.1, -0.8, -4.0, 3, -1, -0.9
COc1ccccc1NC(=O)C1=C(C)NC(=O)NC1c1cccc(OC)c1OC (configuration not stated)
 : -0.8, 4, -2, -2.5, -1.9, 0.5, 3, -1, -0.8
Cc1ccc(OCC(=O)NCCCNC(=O)c2cccnc2)cc1C
 : 0.9, -5, 4, -0.3, 7.1, -4.7, 6, -2, 0.0
O=C(NCc1ccccc1Cl)C(=O)NCC1CCCN1S(=O)(=O)c1cccs1 (configuration not stated)
 : -3.5, 4, -1, -1.2, 0.8, -1.9, -1, 1, -1.0
CC(C)N=C1NN=C(c2ccc(F)cc2)CS1
 : -0.6, 6, -3, -1.1, -1.6, 0.9, -3, -2, 0.1
O=C(CNC(=O)c1ccco1)OCC(=O)c1ccc(Br)cc1
 : -7.8, 7, 5, 0.7, x, -0.1, -31, 2, -0.4
COc1ccc(/C=N/NC(=O)CCN2CCCCC2c2cccnc2)cc1Cn1cc([N+](=O)[O-])cn1 (configuration not stated)
 : -0.9, 3, -1, 0.0, x, -1.9, -8, 2, 0.9
CCOc1ccc2nc(N3CCCC(C(=O)NCCCN4CCCCC4)C3)sc2c1 (configuration not stated)
 : -0.2, -10, 0, -1.9, 0.5, -3.3, 4, -1, -0.6
CCOC(=O)CN(C(=O)c1snc(C(N)=O)c1N)C(C(=O)NC1CCCCC1)c1ccc(F)cc1 (configuration not stated)
 : x, 12, x, 0.5, -0.7, 0.4, x, 4, 0.6
COCCN(C(=O)CSc1nnc(-c2ccccc2C)n1C)c1c(N)n(Cc2ccccc2)c(=O)[nH]c1=O
 : -0.6, -3, -9, 0.4, x, -2.1, -6, 1, -0.6
CC(NC(=O)c1cccnc1)C(=O)O (configuration not stated)
 : -0.3, 10, 0, 2.4, -2.8, -0.9, -4, 2, 1.2
CCCn1c(=O)c(C(=O)Nc2ncccc2O)c(O)c2ccccc21
 : 1.5, 18, -2, 2.1, -1.1, 1.5, 13, 1, -0.9
COc1ccccc1NC(=O)C1CCCN(S(=O)(=O)c2cnc[nH]2)C1 (configuration not stated)
 : -0.8, -5, -5, 0.4, -0.2, -2.2, -6, 1, -0.7
Cc1ccc(NC(=O)CNCc2ccccc2Cl)cc1S(=O)(=O)N(C)C
 : -0.8, 2, -12, -3.0, -3.7, -0.7, 19, -2, 0.4
CCC(C)Sc1cccc(-c2nc3ccc(C)cn3c2NC2CCCCC2)c1 (configuration not stated)
 : -0.3&0.2, 9, -11&4, -1.1, -5.6, 0.7, -5&-7, 19, 5.6
Cc1ccc(C(=O)COC(=O)CCc2nc3ccccc3[nH]c2=O)cc1C
 : 0.3, 16, -5, -3.3, x, 0.7, 2, 0, -0.4
O=C(CCC(=O)N1CCCCC1)Nc1ccc(Cl)c(Cl)c1
 : 1.4, -11, 0, -0.2, 0.9, 3.7, 12, 4, 1.4
O=C(Nc1ccc(Cl)cc1)/C(=C/c1cccc(O)c1)c1nc2ccccc2s1
 : 1.3, 18, 3, 0.2, x, -8.9, -4, -3, -0.9
Cc1noc(C)c1COc1ccccc1C(=O)N(C)Cc1ccc(F)cc1
 : -0.4, -5, -3, x, 0.9, -5.8, -12, -1, -2.0
O=C(O)CCN1CCOCC1
 : -0.7, -1, 0, -1.3, -0.2, -3.4, -7, 1, -0.1
O=C(c1cccc(S(=O)(=O)Nc2cccc(C(F)(F)F)c2)c1)N1CCOCC1
 : -0.1, -6, -3, 0.9, x, 0.0, 14, 2, 1.6
CCNc1ccc(N=Nc2c(C)n(C)n(-c3ccccc3)c2=O)cc1
 : -1.0, 6, 0, 3.2, x, -1.4, -13, -19, 0.1

Source: PubChem
